MITF inh: inhibitors of human MITF; 650,000 compounds, 0.91% hits; inhibition, % at 2.6 µM; AID 1259374; AlphaScreen MITF homodimerization, bead proximity signal; O75030; in the data active means inhibition above about 50%;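 further: 0% = vehicle wells with protein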
Target sequence (O75030 whole entry, looked up): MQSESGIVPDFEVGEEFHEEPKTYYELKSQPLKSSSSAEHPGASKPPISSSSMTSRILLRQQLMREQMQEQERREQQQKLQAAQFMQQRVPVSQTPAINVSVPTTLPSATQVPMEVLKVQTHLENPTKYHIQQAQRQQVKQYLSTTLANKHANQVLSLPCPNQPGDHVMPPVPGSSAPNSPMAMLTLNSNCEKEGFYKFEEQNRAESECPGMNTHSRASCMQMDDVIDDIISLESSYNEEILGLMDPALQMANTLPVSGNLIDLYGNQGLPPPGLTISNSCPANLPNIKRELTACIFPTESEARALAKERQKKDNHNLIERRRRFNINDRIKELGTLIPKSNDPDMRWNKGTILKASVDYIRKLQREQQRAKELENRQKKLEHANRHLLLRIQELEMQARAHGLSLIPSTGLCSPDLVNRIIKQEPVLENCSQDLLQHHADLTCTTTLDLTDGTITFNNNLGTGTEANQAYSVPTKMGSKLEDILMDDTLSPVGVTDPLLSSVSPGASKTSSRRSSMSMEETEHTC
FBW7 activator: human FBW7 E3 ligase activation, primary screen; AID 1259310; AlphaScreen FBW7–phospho-cyclin E peptide binding, activator screen; normalized activity (activation), % at 26.1 µM; 650,000 compounds, 0.13% hits; Q969H0; in the data active means normalized activity above about 1.9%;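 further: purified mutant Fbw7 with reduced substrate affinity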
GPR151 activ: activates the human receptor GPR151 | activation, % at 11.2 µM | 650,000 compounds, 1% hits | Q8TDV0 | PathHunter beta-arrestin GPR151 cells, luminescence; in the data active means activation above about 4.9%;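 further: 0% = median of compound wells and 100% = cells with positive control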
Target sequence (Q8TDV0 whole entry, looked up): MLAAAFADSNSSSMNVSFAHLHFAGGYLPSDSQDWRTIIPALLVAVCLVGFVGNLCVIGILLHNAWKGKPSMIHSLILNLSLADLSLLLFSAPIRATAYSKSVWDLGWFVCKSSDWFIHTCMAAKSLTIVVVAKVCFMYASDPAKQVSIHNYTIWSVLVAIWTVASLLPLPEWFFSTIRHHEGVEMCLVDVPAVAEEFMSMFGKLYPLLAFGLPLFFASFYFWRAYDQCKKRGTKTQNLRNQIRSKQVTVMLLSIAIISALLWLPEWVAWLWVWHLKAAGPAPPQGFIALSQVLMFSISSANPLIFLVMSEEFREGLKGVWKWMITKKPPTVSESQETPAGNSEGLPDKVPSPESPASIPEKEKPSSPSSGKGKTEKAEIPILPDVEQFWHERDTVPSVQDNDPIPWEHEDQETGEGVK
TEAD-YAP inh: TEAD-YAP interaction inhibition; 640,000 compounds, 1.4% hits; HEK-TIYL cells, TEAD-Gal4/YAP UAS-luciferase luminescence; inhibition, % at 9.12 µM; AID 1259422; in the data active means inhibition above about 32%;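 further: 0% = median of test compound wells and 100% = reference inhibitor wells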
Starred values were filed as active, the others as inactive; & = joins results of further samples.

For COc1cc2c(cc1NC(=O)C1CCCN1S(=O)(=O)c1ccc3ccccc3c1)oc1ccccc12 (stereo unspecified) the results were MITF inh -8, FBW7 activator -0.1, GPR151 activ 0.4 and TEAD-YAP inh 4.
`O=C1CCCC(OC(=O)c2ccc(Br)o2)=C1Sc1ccccc1[N+](=O)[O-]` gave MITF inh 4, FBW7 activator 0.1, GPR151 activ 0.6 and TEAD-YAP inh 6.
For COc1ccc(-c2csc(NC(=O)C3CCCO3)c2C#N)cc1OC (stereo unspecified) the results were MITF inh -17, FBW7 activator 0.0, GPR151 activ -0.4 and TEAD-YAP inh -3.
CC(=O)Nc1ccc(N/C=C(\C#N)c2nc(-c3ccc(Br)cc3)cs2)cc1 was read as MITF inh -1, FBW7 activator 0.0, GPR151 activ 3.5 and TEAD-YAP inh 3.
`Cc1c(C(=O)N/N=C2/CCc3ccccc32)nnn1-c1nonc1N` gave MITF inh -5, FBW7 activator 0.3, GPR151 activ -2.4 and TEAD-YAP inh -4.
For CN(C)S(=O)(=O)c1ccc(C(=O)NC(C)(C)CO)o1 the results were MITF inh -6, FBW7 activator -0.2, GPR151 activ 0.9 and TEAD-YAP inh 7.
Screening Cc1nc2sc(C(c3ccccc3)N3CCCCC3)c(O)n2n1 (stereo unspecified) returned MITF inh 14, FBW7 activator 0.3, GPR151 activ -0.6 and TEAD-YAP inh 13.
CCS(=O)(=O)c1nsc2nc(=O)c(/C=C3\C=CC(=O)C(OC)=C3)c(N)n12 was read as MITF inh -5, FBW7 activator -0.1, GPR151 activ 0.1 and TEAD-YAP inh 11.
`COc1ccc(N=Cc2sccc2C)c([N+](=O)[O-])c1` gave MITF inh 15, FBW7 activator 0.0, GPR151 activ -0.5 and TEAD-YAP inh -5.
For COc1ccc(/C=N/NS(=O)(=O)c2c(Cl)cc(C)cc2Cl)cc1CO the results were MITF inh -2, FBW7 activator 0.6, GPR151 activ 1.4 and TEAD-YAP inh -10.
Screening CC1C2NC(=O)N(c3cccc(Cl)c3)C1(C)Oc1ccccc12 (stereo unspecified) returned MITF inh 4, FBW7 activator 0.7, GPR151 activ 0.5 and TEAD-YAP inh 2.
`NCC(O)CNc1cc(Cl)ccc1Cl` (stereo unspecified) gave MITF inh 17, FBW7 activator 1.3, GPR151 activ -0.9 and TEAD-YAP inh 5.
`CCn1c(COc2ccc(Cl)cc2)nnc1SCC(=O)NC` gave MITF inh -9, FBW7 activator -0.2, GPR151 activ -0.5 and TEAD-YAP inh 6.
`Cc1c(C(=O)N2CCN(c3ccc([N+](=O)[O-])cc3)CC2)sc2ncnc(N3CCOCC3)c12` gave MITF inh -9, FBW7 activator -0.1, GPR151 activ -1.1 and TEAD-YAP inh 7.
For CN(C)CCOC(=O)COc1ccc(Cl)cc1 the results were MITF inh 1&1&31, FBW7 activator -0.1&-0.1&0.3, GPR151 activ 0.6&-2.5&-0.3 and TEAD-YAP inh -1&10.
Screening O=C(CN1C(=O)CSc2ncccc21)NCCc1ccccc1 returned MITF inh -2, FBW7 activator -0.2, GPR151 activ 0.5 and TEAD-YAP inh -1.
Screening OCCC1CN(Cc2c(F)ccc(F)c2F)CCN1CCc1ccccc1 (stereo unspecified) returned MITF inh -1, FBW7 activator 0.0, GPR151 activ -1.9 and TEAD-YAP inh 2.
`COc1ccc(N2CCN(C(=O)CSc3ccc(Cl)cc3)CC2)c([N+](=O)[O-])c1` gave MITF inh 9, FBW7 activator 0.0, GPR151 activ -0.4 and TEAD-YAP inh 6.
`COc1cc(C(=O)NCc2ccc3c(c2)OCO3)c([N+](=O)[O-])cc1OC` gave MITF inh 1, FBW7 activator 0.1, GPR151 activ 1.4 and TEAD-YAP inh -4.
`O=c1c(Cl)c(Cl)cnn1Cc1cc([N+](=O)[O-])cc2c1OCOC2` gave MITF inh 14, FBW7 activator 0.2, GPR151 activ 2.8 and TEAD-YAP inh -12.
NC(CC(=O)O)c1ccc(OC(F)(F)F)cc1 (stereo unspecified) was read as MITF inh 6, FBW7 activator -0.2, GPR151 activ -2.1 and TEAD-YAP inh 4.
`Nc1nc(NCCc2ccc(O)cc2)cc(N2CCC(N3CCOCC3)CC2)n1` gave MITF inh -5, FBW7 activator -0.2, GPR151 activ 2.8 and TEAD-YAP inh -8.
Screening Fc1cccc(F)c1-c1noc(/C=C/c2ccccc2Cl)n1 returned MITF inh -14, FBW7 activator 0.1, GPR151 activ 0.0 and TEAD-YAP inh -3.
`NS(=O)(=O)c1ccc(CCNC(=O)CCCn2c(SCc3cc(=O)n4cc(Cl)ccc4n3)nc3ccsc3c2=O)cc1` gave MITF inh -11, FBW7 activator 0.0, GPR151 activ 0.8 and TEAD-YAP inh -1.
Screening CCc1ccccc1Nc1nc(-c2cccs2)cs1 returned MITF inh 10, FBW7 activator 0.4, GPR151 activ -1.1 and TEAD-YAP inh -3.
For Cc1cccc(C)c1NC(=O)CSc1nnc2cc(C)c3ccccc3n12 the results were MITF inh -8, FBW7 activator -0.1, GPR151 activ 0.1 and TEAD-YAP inh 0.
CCOC(=O)c1cnc2c(Cl)c(Cl)ccc2c1NCCOC(=O)CC was read as MITF inh 3, FBW7 activator 0.0, GPR151 activ -0.4 and TEAD-YAP inh 9.
For CN(C)C1CCN(c2cc(-c3cn[nH]c3)ccc2NC(=O)Cc2cccc(Cl)c2)CC1 the results were MITF inh 15, FBW7 activator 0.4, GPR151 activ 0.5 and TEAD-YAP inh 0.
Cc1nc2ccc(S(=O)(=O)N(C)CC(=O)NC3CCCC(C)C3C)cc2s1 (stereo unspecified) was read as MITF inh -8, FBW7 activator 0.0, GPR151 activ -0.3 and TEAD-YAP inh -2.
For O=C(Cn1cnc2sc3c(c2c1=O)CCCC3)NCc1ccccc1Cl the results were MITF inh -4, FBW7 activator 0.1, GPR151 activ -0.2 and TEAD-YAP inh -1.
`O=Cc1ccccc1OCc1ccc(I)cc1` gave MITF inh 10, FBW7 activator 0.1, GPR151 activ -0.5 and TEAD-YAP inh -62.
Screening Cc1ccc(C)c(CN2CCc3nncn3CC2)c1 returned MITF inh 2, FBW7 activator 0.1, GPR151 activ 0.5 and TEAD-YAP inh 3.
COC(=O)COc1c(I)cc(/C=C2/NC(=O)NC2=O)cc1OC was read as MITF inh 12, FBW7 activator 0.7, GPR151 activ -1.5 and TEAD-YAP inh 2.
`CCCCCC(=O)NNC(=O)c1c(O)c2ccccc2[nH]c1=O` gave MITF inh -3, FBW7 activator -0.1, GPR151 activ -0.8 and TEAD-YAP inh -8.
Screening CCN(Cc1ccccc1)C(c1cccnc1)c1nnnn1Cc1ccccc1 (stereo unspecified) returned MITF inh 22, FBW7 activator 0.8, GPR151 activ 1.8 and TEAD-YAP inh -6.
For CN1C(=O)/C(=C/c2ccc(-c3ccc(C(=O)O)cc3)o2)c2ccccc21 the results were MITF inh 4, FBW7 activator -0.1, GPR151 activ -0.5 and TEAD-YAP inh -88.
Screening Cc1cnc(NC(=O)CNCC2CCCO2)s1 (stereo unspecified) returned MITF inh 15, FBW7 activator -0.1, GPR151 activ 0.4 and TEAD-YAP inh -9.
`CCCCN(C)C(=O)c1nc2ccccn2c1CNCc1ccc(OC)cc1` gave MITF inh 3, FBW7 activator -0.1, GPR151 activ 0.2 and TEAD-YAP inh -2.
For COC(=O)C1=C(C(=O)OC)SC2(S1)C(C(=O)OC)=C(C(=O)OC)SC1=C2c2cc(OC)ccc2N(C(=O)CC(C)C)C1(C)C the results were MITF inh 1, FBW7 activator 0.2, GPR151 activ 0.5 and TEAD-YAP inh 4.
Screening N#C/C(=C/c1ccccc1[N+](=O)[O-])C(N)=S returned MITF inh 3, FBW7 activator 0.0, GPR151 activ 0.5 and TEAD-YAP inh -2.
CCc1ccc(-c2nc(CSCC(=O)N3CCN(CC)CC3)c(C)o2)cc1 was read as MITF inh -7, FBW7 activator -0.2, GPR151 activ 0.1 and TEAD-YAP inh 37*.
Screening O=C(O)C1CCCN(Cc2cccnc2)C1 (stereo unspecified) returned MITF inh 8, FBW7 activator 0.0, GPR151 activ 0.8 and TEAD-YAP inh 4.
`Cc1ncc2c(=O)n(C)c(=O)n(C)c2n1` gave MITF inh -6, FBW7 activator 0.1, GPR151 activ 0.3 and TEAD-YAP inh 5.
For Cc1c(C#N)c2ccccc2n1CC(=O)NCC1CCCO1 (stereo unspecified) the results were MITF inh 12, FBW7 activator 0.1, GPR151 activ 0.0 and TEAD-YAP inh -2.
Screening CCOc1ccc(-n2nc(C(=O)NCCCN(CC)c3cccc(C)c3)c3ccccc3c2=O)cc1 returned MITF inh 13, FBW7 activator 0.1, GPR151 activ -0.4 and TEAD-YAP inh 12.

For reference, nine of the compounds above.
`O=Cc1ccccc1OCc1ccc(I)cc1` gave MITF inh 10, FBW7 activator 0.1, GPR151 activ -0.5 and TEAD-YAP inh -62.
Screening Cc1ccc(C)c(CN2CCc3nncn3CC2)c1 returned MITF inh 2, FBW7 activator 0.1, GPR151 activ 0.5 and TEAD-YAP inh 3.
COC(=O)COc1c(I)cc(/C=C2/NC(=O)NC2=O)cc1OC was read as MITF inh 12, FBW7 activator 0.7, GPR151 activ -1.5 and TEAD-YAP inh 2.
`CCCCCC(=O)NNC(=O)c1c(O)c2ccccc2[nH]c1=O` gave MITF inh -3, FBW7 activator -0.1, GPR151 activ -0.8 and TEAD-YAP inh -8.
Screening CCN(Cc1ccccc1)C(c1cccnc1)c1nnnn1Cc1ccccc1 (stereo unspecified) returned MITF inh 22, FBW7 activator 0.8, GPR151 activ 1.8 and TEAD-YAP inh -6.
For CN1C(=O)/C(=C/c2ccc(-c3ccc(C(=O)O)cc3)o2)c2ccccc21 the results were MITF inh 4, FBW7 activator -0.1, GPR151 activ -0.5 and TEAD-YAP inh -88.
Screening Cc1cnc(NC(=O)CNCC2CCCO2)s1 (stereo unspecified) returned MITF inh 15, FBW7 activator -0.1, GPR151 activ 0.4 and TEAD-YAP inh -9.
`CCCCN(C)C(=O)c1nc2ccccn2c1CNCc1ccc(OC)cc1` gave MITF inh 3, FBW7 activator -0.1, GPR151 activ 0.2 and TEAD-YAP inh -2.
For COC(=O)C1=C(C(=O)OC)SC2(S1)C(C(=O)OC)=C(C(=O)OC)SC1=C2c2cc(OC)ccc2N(C(=O)CC(C)C)C1(C)C the results were MITF inh 1, FBW7 activator 0.2, GPR151 activ 0.5 and TEAD-YAP inh 4.

Further structures:
`CCCS(=O)(=O)N1CCCC(N(C)CCc2ccccc2)C1` (stereo unspecified) gave MITF inh 5, FBW7 activator 0.0, GPR151 activ -1.1 and TEAD-YAP inh 15.
CCc1ccc(C2=NC(c3ccc(Br)cc3)NC(c3cc(Cl)ccc3O)C2)cc1 (stereo unspecified) was read as MITF inh 11, FBW7 activator 0.0, GPR151 activ 2.1 and TEAD-YAP inh 1.
CC1CCC(NS(=O)(=O)c2ccc(CCN3C(=O)c4cccnc4C3=O)cc2)CC1 (stereo unspecified) was read as MITF inh 0, FBW7 activator -0.1, GPR151 activ 1.1 and TEAD-YAP inh 2.
Screening Cn1c(CNC(=O)c2ccco2)nnc1SCC(=O)c1ccc(F)cc1 returned MITF inh 5, FBW7 activator 0.0, GPR151 activ 1.9 and TEAD-YAP inh -8.
For CC(=O)NCCc1ccc(S(=O)(=O)NC2OC(=O)c3ccccc32)cc1 (stereo unspecified) the results were MITF inh 6, FBW7 activator 0.0, GPR151 activ 0.9 and TEAD-YAP inh 12.
Cc1cc2c(nc3s/c(=C/c4cccs4)c(=O)n32)c(Br)c1C was read as MITF inh 9, FBW7 activator 0.0, GPR151 activ -2.5 and TEAD-YAP inh 8.
`O=C(O)c1ccc(O)c(N2C(=O)c3ccc(Oc4cccc([N+](=O)[O-])c4)cc3C2=O)c1` gave MITF inh 17, FBW7 activator 0.2, GPR151 activ -0.6 and TEAD-YAP inh 8.
For O=C(/C=C/c1ccc(F)cc1)NCC1Cc2cc(-c3cnccn3)cc(Cl)c2O1 (stereo unspecified) the results were MITF inh 9, FBW7 activator 0.0, GPR151 activ -1.2 and TEAD-YAP inh -7.
CCOC(=O)C1=C(C)N=c2s/c(=C\c3ccc(-c4ccc(C)c([N+](=O)[O-])c4)o3)c(=O)n2C1c1ccc(F)cc1 (stereo unspecified) was read as MITF inh -10, FBW7 activator 0.1, GPR151 activ 0.3 and TEAD-YAP inh -1.
Screening CCc1ccc(C2C(C(C)=O)=C(O)C(=O)N2CCNCCO)cc1 (stereo unspecified) returned MITF inh 10, FBW7 activator 0.1, GPR151 activ 5.4* and TEAD-YAP inh 3.
For Cc1cc(NC(=O)CSc2nnc(-c3cccs3)n2C)no1 the results were MITF inh 2, FBW7 activator 0.2, GPR151 activ 1.2 and TEAD-YAP inh 2.
For O=C(COc1c(Cl)cc(Cl)cc1[N+](=O)[O-])N/N=C/c1cc([N+](=O)[O-])ccc1O the results were MITF inh 20, FBW7 activator 0.1, GPR151 activ -1.2 and TEAD-YAP inh 9.
Cc1ccc2c(c1)sc(=NC(=O)c1ccccc1S(C)(=O)=O)n2C was read as MITF inh -10, FBW7 activator 0.0, GPR151 activ -0.7 and TEAD-YAP inh -26.
For O=C(Cn1cnc2sc3c(c2c1=O)CCC3)c1ccccc1 the results were MITF inh -5, FBW7 activator -0.2, GPR151 activ 0.7 and TEAD-YAP inh -1.
`COc1cc(Nc2nc(SCC(=O)NCCC(C)C)nc3ccccc23)cc(OC)c1` gave MITF inh 3, FBW7 activator -0.1, GPR151 activ -0.9 and TEAD-YAP inh -3.
`CCOC(=O)c1sc2nc(SCC(=O)C(C)(C)C)n(Cc3ccc(C)cc3)c(=O)c2c1C` gave MITF inh 12, FBW7 activator 0.0, GPR151 activ 2.7 and TEAD-YAP inh 1.

Rows are unselected; 3.4% or so of the library scored in one or more.
